Cy5 interf NS3h: enhances or quenches Cy5 fluorescence in NS3h assay; Cy5-dT15 DNA with NS3h, fluorescence interference; actives lie on both sides; signal over control mean, under 1 quenches; fluorescence interference ratio at 100 µM; 16,000 compounds, 6% hits;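 active = compound fluorescence over control fluorescence at most 0.8, a quencher, or at least a set upper limit, an enhancer; inactive = ratio between 0.8 and the set upper limit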
HCV NS3h FP: hepatitis C NS3 helicase inhibition, primary screen; NS3h Cy5-dT15 DNA binding, fluorescence polarization; inhibition, % at 100 µM; 16,000 compounds, 1.6% hits;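 active = inhibition above the average over every tested compound plus 3 SD, cut at about 40% in these data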
* = called active by the depositor.

SMILES | Cy5 interf NS3h | HCV NS3h FP
CCN1C(=O)N(C)C2C1N(C)C(=O)N2CC (centres undefined) | 1.1 | 0
C#CC(C)(C)NC(=O)CN(c1ccc(C)cc1)S(=O)(=O)c1ccc(F)cc1 | 0.97 | 6
COc1cc(NC(=O)c2cc3n(n2)C(C(F)(F)F)CC(c2ccc(Br)cc2)N3)cc(OC)c1OC (centres undefined) | 0.91 | 17
COc1ccc(/C(N)=N\OC(=O)c2ccc(F)cc2)cc1 | 1 | 23
NC1=NC(=O)/C(=C/c2ccccc2[N+](=O)[O-])S1 | 1.1 | 9
CCOc1cccc(C(=O)Nc2cccnc2)c1 | 1.1 | -1
CC(C)Oc1ccccc1NC(=O)CSc1nc2ccccc2n1C | 0.97 | 12
COc1ccc(C)cc1NC(=O)c1ccc(OC)c([N+](=O)[O-])c1 | 0.97 | 4
COc1ccc(N(CC(=O)NC(C)(C)C)S(C)(=O)=O)cc1 | 1.1 | 11
Cc1onc(-c2c(Cl)cccc2Cl)c1C(=O)N1C(C)CCCC1C (centres undefined) | 1.1 | 12
COc1ccc(S(=O)(=O)NCC2CCCO2)cc1C(=O)O (centres undefined) | 1 | 2
O=C(NCC1CCCO1)c1c(Cl)cccc1Cl (centres undefined) | 1 | 3
Cc1ccc(C(=O)N/N=C\C=C\c2ccc([N+](=O)[O-])cc2)cn1 | 1 | 5
CCOc1ccc(Nc2nc(-c3cccnc3)cs2)cc1 | 1 | 14
Cc1cccc(N2C(=O)C(=O)C(=C(O)c3ccccc3)C2c2ccccc2F)c1 (centres undefined) | 0.97 | 1
O=C(N/N=C/c1ccccc1Cl)c1cncc(Br)c1 | 0.94 | 7
CSC1=NC(C)(C)CC12C=CC(=O)C=C2 | 0.94 | 0
CCC(=O)c1ccc(OC(=O)c2cccc(C)c2)cc1 | 1 | 6
O=C(Nc1cccc(NC(=S)NC(=O)c2ccco2)c1)c1cccc(Cl)c1 | 1.1 | -6
CC(=O)Nc1ccc(S(=O)(=O)N/N=C\c2cccnc2)cc1 | 1.1 | 4
Cc1ccc(S(=O)(=O)N(CC(=O)N2CCOCC2)c2ccccc2F)cc1 | 1.1 | -9
COC(=O)C1=C(C)N(c2ccccc2F)C(=O)/C1=C\c1sccc1C | 0.97 | 24
Cc1ccc(S(=O)(=O)N(Cc2ccccc2)Cc2ccccc2)cc1 | 0.95 | 9
COc1ccc(C(=O)N2CCC(c3ccccc3)C2)cc1 (centres undefined) | 1 | 3
CNC(=O)OCCc1ccc(-c2ccccc2)o1 | 1 | -4
O=C(O)c1ccc(NC(=O)c2ccc(Cl)c([N+](=O)[O-])c2)cc1 | 0.9 | 10
COc1ccc(Oc2c(C(F)(F)F)oc3c(CN4CCCC4)c(O)ccc3c2=O)cc1 | 1.1 | 4
COc1ccc(S(=O)(=O)N(CCc2ccccc2)CC(=O)Nc2ccccc2F)cc1 | 1 | 15
O=C1c2ccc(S(=O)(=O)c3ccc4c(c3)C(=O)N(CCCO)C4=O)cc2C(=O)N1CCCO | 1 | 7
Cc1c(C#N)c(N)c(C(=O)c2ccccc2)n1-c1ccccc1 | 0.92 | -5

Additional records:
SMILES | Cy5 interf NS3h | HCV NS3h FP
O=C1NN(c2cccc(Cl)c2)C(=O)/C1=C\c1ccc(O)cc1 | 0.95 | 8
COc1cc(/C=C2/SC(=S)N(C)C2=O)ccc1OC(=O)c1cccs1 | 0.98 | 3
CCOc1cc(/C=c2\sc3nc4ccccc4n3c2=O)ccc1OCCOc1ccc(Br)cc1 | 1 | 4
Cc1cccc(C)c1NC(=O)C1COc2ccccc2O1 (centres undefined) | 1 | -3
COc1ccc(/C=C/C(=O)Nc2cccc(C(F)(F)F)c2)cc1Br | 1.1 | 6
COc1cc(C2C(C(=O)/C=C/c3ccccc3)=C(O)C(=O)N2c2ccccc2)ccc1O (centres undefined) | 0.96 | 2
CN(C1=NC(=O)/C(=C\c2ccc(F)cc2)S1)c1ccc(O)cc1 | 1.1 | 12
CCCCNCCCCOc1ccc(C)cc1 | 1.1 | 0
O=C(NCCN1CCNCC1)C(=O)Nc1ccc(F)cc1 | 1.1 | 5
CC(C)NC(=O)C1CC1(c1ccccc1)c1ccccc1 (centres undefined) | 1.1 | 7
O=C(COc1cccc2ccccc12)Nc1ccncc1 | 0.8* | 8
Cc1cccc(OCc2nnc(NC(=O)Nc3ccccc3)s2)c1 | 1 | 12
CCCS(=O)(=O)c1c(S(=O)(=O)CCC)c2c(N)cccn2c1C(=O)c1ccc(OC)cc1 | 0.66* | 18
O=C(Nc1ccc(NC(=O)c2ccc3ccccc3c2)cc1)c1ccccc1 | 1 | 6
COc1ccc(Cc2nc(-c3ccc(Cl)cc3)no2)cc1OC | 1 | 15
CC(C)(C)CC(C)(C)NC(=O)CSc1nc2ccccc2o1 | 0.91 | 6
COC(=O)C1=C(C)NC(=S)NC1c1sccc1C (centres undefined) | 0.84 | 11
COc1cccc(CN2CCN(Cc3cccc(OC)c3OC)CC2)c1 | 1 | -9
COC(=O)C1CC(=O)N(c2ccc(Cl)cc2)C1 (centres undefined) | 1.1 | -1
N#CCCS(=O)(=O)c1cc(Cl)ccc1Cl | 0.94 | -2
CCCc1cc(=O)n2[nH]c(-c3cccc(Cl)c3)cc2n1 | 1 | 8
Cc1ccc(-c2nc3cc(Cl)ccc3o2)cc1NC(=O)C(Cl)(Cl)Cl | 0.97 | 6
CCOc1ccccc1NC(=O)c1cncc(Br)c1 | 1.1 | 9
CCc1ccccc1N1C(=O)/C(=C/c2cc(C)n(-c3cccnc3)c2C)C(=O)NC1=S | 1.2* | 6
O=C(Nc1cccc(Cl)c1Cl)c1cc2ccccc2o1 | 1 | 22
Cc1cc(OCC(=O)Nc2ccc3ccccc3c2)cc(C)c1Cl | 1 | 11
COc1ccc(OC)c(NC(=O)c2ccc(CN(c3ccc(C)c(C)c3)S(C)(=O)=O)cc2)c1 | 1 | 17
N/C(=N/OC(=O)c1ccccc1Br)c1ccccn1 | 1.1 | 2
Cc1ccc2nc(Nc3nc(C)cc(-c4ccccc4)n3)nc(C)c2c1 | 1.1 | 23
CCCN(CCC)c1ccc(/C=C2\SC(=S)NC2=O)cc1 | 0.95 | 18

(continued)
SMILES | Cy5 interf NS3h | HCV NS3h FP
CS(=O)(=O)N(CC(=O)NCCSc1ccc(Cl)cc1)c1ccc(Cl)cc1 | 0.98 | 12
COC(=O)c1cc(NC(=O)/C=C/c2ccc(Cl)cc2)cc(C(=O)OC)c1 | 0.92 | 8
COC(=O)c1cccc(NC(=O)c2cc[n+]([O-])cc2)c1 | 1.1 | 1
COCCOC(=O)C1=C(C)N=c2s/c(=C\c3ccccc3Cl)c(=O)n2C1c1ccc(OC)cc1 (centres undefined) | 0.96 | -4
COc1ccc2[nH]c(C)c(CCC(C)=O)c(=S)c2c1 | 0.93 | -8
Cc1cc(C(=O)Nc2cccc(O)c2)c(C)o1 | 0.98 | 6
Cc1cccc(N2C(=O)C(=O)C(=C(O)c3ccccc3)C2c2ccc([N+](=O)[O-])cc2)c1 (centres undefined) | 0.97 | 12
Cc1ccc(N=C(NOCc2ccc([N+](=O)[O-])cc2)c2nonc2N)cc1 | 0.89 | 8
COc1ccc(/C=N\N=C2/SC(CC(=O)O)C(=O)N2c2ccc(O)cc2)cc1 (centres undefined) | 1.1 | 1
O=C(Nc1ccccc1)Nc1nnc(C(c2ccccc2)c2ccccc2)s1 | 1.1 | 3
Cc1ccc(CN2CCN(N=Cc3ccccc3[N+](=O)[O-])CC2)c(C)c1 | 1 | 14
O=C(/C=C/c1ccccc1)NC(=S)Nc1ccc(Br)cc1 | 1 | 3
CCCCNC(=O)C1CC(=O)N(c2ccc(CC)cc2)C1 (centres undefined) | 1 | 7
COC(=O)c1ccc(C2C(C(=O)OCCOC(C)C)=C(C)NC3=C2C(=O)CC(C)(C)C3)cc1 (centres undefined) | 1.1 | 20
COc1ccc2c(=O)c(Oc3ccccc3Br)c(C(F)(F)F)oc2c1 | 1.1 | 9
O=C(CCCN1C(=O)c2ccccc2C1=O)Nc1ccccc1C(=O)N1CCOCC1 | 0.97 | -4
Cc1c(Cl)cccc1-c1ccc(C(=O)Nc2cccc(Cl)c2Cl)o1 | 0.97 | 5
Cc1ccc(OCC(=O)N(C)c2ccccc2)c(C)c1 | 0.94 | 6
O=C(COc1ccc2ccc(=O)oc2c1)c1ccc(Cl)cc1 | 1.2 | 8
CC(C)C(NC(=O)c1ccccc1)C(=O)OCC(=O)Nc1ccc(S(N)(=O)=O)cc1 (centres undefined) | 1 | 1
Cc1nc(-c2ccccc2)c2c(=O)cc[nH]c2n1 | 1 | -1
Cc1[nH]c2c(Cl)cccc2c(=O)c1CN(C)Cc1ccccc1 | 1.2 | 10
COc1ccc(C(=O)CSc2nc(N)cc(=O)[nH]2)cc1[N+](=O)[O-] | 0.99 | 2
COCCNC(=O)C(=O)Nc1ccccc1C | 1 | 7
CCOC(=O)c1c(C)oc2cc(Br)c(OCC(N)=O)cc12 | 0.97 | 1
O=C(Nc1ccccc1)Nc1nnc(Cc2cccc(Br)c2)s1 | 1.1 | -1
Cc1cc(O)c2c(C)c(Cc3ccccc3)c(=O)oc2c1 | 1 | -12
COCCOC(=O)C1=C(C)NC2=C(C(=O)CCC2)C1c1coc2ccc(C)cc2c1=O (centres undefined) | 1.1 | 26
COc1ccc(CSc2nnc(SCc3ccc(OC)c(F)c3)s2)cc1F | 1.1 | 7
Cc1ccc(SCCc2ccncc2)cc1 | 0.99 | -3

Brought forward from above: 2 compounds, followed by the next part.
The line under a structure holds: Cy5 interf NS3h	HCV NS3h FP
> COc1ccc(CSc2nnc(SCc3ccc(OC)c(F)c3)s2)cc1F
→ 1.1	7
> Cc1ccc(SCCc2ccncc2)cc1
→ 0.99	-3
> CCOc1ccc(-n2c(C)cc(C=O)c2C)cc1
→ 1	4
> COc1ccc(/C=C2/SC(N)=NC2=O)c(OC)c1
→ 0.96	-7
> CCOc1ccccc1NC(=O)C(=O)NCc1ccc(F)cc1
→ 1	22
> CCOc1cc(C2C3=C(CC(C)(C)CC3=O)NC3=C2C(=O)CC(C)(C)C3)cc(Br)c1OC
→ 1.1	12
> c1ccc2cc3[nH]c(CN4CCCCC4)nc3cc2c1
→ 0.96	-8
> COc1ccc(-n2nc3cc(C)c(NC(=O)COc4ccc(Cl)cc4C)cc3n2)cc1
→ 1.1	4
> CCOc1ccccc1NC(=O)CSc1nnc(C)s1
→ 0.68*	0
> O=C(c1ccccc1F)N1CCN(c2ccc([N+](=O)[O-])c3cccnc23)CC1
→ 0.88	15
> O=C(COc1ccccc1[N+](=O)[O-])Nc1ccc2oc(-c3ccccc3F)nc2c1
→ 0.99	-2
> COc1ccc(-c2nn(-c3ccccc3)cc2/C=C/C(=O)O)cc1
→ 1	10
> COc1ccc(Cl)cc1C(=O)N1CCN(c2ccc([N+](=O)[O-])cc2)CC1
→ 1	13
> COC(=O)c1cc(NC(=O)c2ccc3ccccc3c2)cc(C(=O)OC)c1
→ 0.96	13
> Cc1cc([N+](=O)[O-])ccc1-c1ccc(/C=C2\SC(=O)N(c3cccc(Cl)c3)C2=O)o1
→ 1.1	2
> COc1ccc(C(=O)ON=C2c3ccccc3-c3ccccc32)cc1OC
→ 0.95	12
> Cc1ccc(C(=O)Nc2ccccc2C(=O)NC(Cc2c[nH]c3ccccc23)C(=O)O)cc1 (centres undefined)
→ 0.98	17

Full records from above. Order of values: Cy5 interf NS3h, HCV NS3h FP
`CCOc1ccccc1NC(=O)C(=O)NCc1ccc(F)cc1` across the screens: 1, 22
`c1ccc2cc3[nH]c(CN4CCCCC4)nc3cc2c1` across the screens: 0.96, -8
`COc1ccc(Cl)cc1C(=O)N1CCN(c2ccc([N+](=O)[O-])cc2)CC1` across the screens: 1, 13
`COC(=O)c1cc(NC(=O)c2ccc3ccccc3c2)cc(C(=O)OC)c1` across the screens: 0.96, 13
`CCOc1ccccc1NC(=O)CSc1nnc(C)s1` across the screens: 0.68*, 0

(list continues)
The line under a structure holds: Cy5 interf NS3h	HCV NS3h FP
> CCOc1ccccc1-n1c(O)c(C=C2C=CC=N2)c(=O)[nH]c1=O
→ 0.91	21
> CC(=O)Nc1ccc2c(c1)S(=O)(=O)c1cc(NC(C)=O)ccc1-2
→ 1.1	4
> O=C1N/C(=C/c2ccccc2)C(O)=C1C=NCc1ccccc1
→ 0.98	14
> CS(C)=C1C(=O)NC(=O)N(c2ccccc2)C1=O
→ 1	-1
> CC1=CCCC(C)(C)C1C(=O)CC(C)Nc1ccccc1 (centres undefined)
→ 0.87	2
> Cc1nc2ccc(NC(=S)NNc3ccccc3)cc2nc1C
→ 1	-3
> COc1ccc(/C=C2\CCOC2=O)cc1
→ 0.84	10
> COc1ccc2occ(C(=O)c3ccc([N+](=O)[O-])cc3)c2c1
→ 1	5
> CC(=O)Nc1ccc(S(=O)(=O)NC(C)=O)cc1
→ 1.2	-3
> NC(=O)N=Nc1c(O)[nH]c2ccccc12
→ 0.85	12
> O=C(O)/C=C\C(=O)Nc1ccc(OC(F)F)cc1
→ 0.92	2
> Cn1ccnc1SCC(=O)Nc1nc(-c2ccccc2)cs1
→ 0.99	4
> CC(=O)c1cccc(NC2=C(Cl)C(=O)c3c(Cl)c(Cl)c(Cl)c(Cl)c32)c1
→ 0.89	-7
> COc1ccc(C2CC(C(F)(F)F)n3ncc(C(=O)Nc4cc(Cl)ccc4O)c3N2)cc1OC (centres undefined)
→ 0.99	6
> COc1cccc(NC2=CC(=O)CC(c3ccccc3)C2)c1 (centres undefined)
→ 1.1	39

Following part:
The line under a structure holds: Cy5 interf NS3h	HCV NS3h FP
> O=C(Nc1ncc(Cc2cc(Cl)ccc2Cl)s1)c1cccs1
→ 0.99	5
> Cc1cc(=O)[nH]c(Nc2nc(C)c3cccc(C)c3n2)n1
→ 1.1	36
> O=C1NC(=Nc2ccc(F)cc2)S/C1=C/C=C/c1ccccc1
→ 1	-2
> CC(=O)N1c2ccccc2Nc2ccccc21
→ 0.85	-8
> CN1CCN(Cc2c(O)ccc3c(=O)c(-c4ccccc4)coc23)CC1
→ 1	-3
> Cc1ccccc1C(=O)N1CCN(c2ccccn2)CC1
→ 1.1	-16
> O=c1cc(O)nc(SCc2ccc(Cl)cc2)[nH]1
→ 1.1	5
> Cc1ccc(N2C(=O)CC(NCc3cccnc3)C2=O)cc1 (centres undefined)
→ 1.3*	8
> Cc1onc(-c2c(Cl)cccc2Cl)c1C(N)=O
→ 1.1	1
